# Apoferritin bind: binds horse apoferritin like a general anesthetic; apoferritin/1-aminoanthracene competitive binding, fluorescence; P02791; Potency, µM (titrated, usually from 77.5 µM), without a hit: at the highest dose activity change, negative = displacement, hits mostly inhibitors; actives 0.074% (n = 350,000); also: potency is read from the fitted curve at half-maximal effect; % is scaled to controls: 0 for no effect and ±100 for the full control effect; nearly all actives have a fitted effect of over 20% in size
# Target sequence (P02791 2-175 limits assumed): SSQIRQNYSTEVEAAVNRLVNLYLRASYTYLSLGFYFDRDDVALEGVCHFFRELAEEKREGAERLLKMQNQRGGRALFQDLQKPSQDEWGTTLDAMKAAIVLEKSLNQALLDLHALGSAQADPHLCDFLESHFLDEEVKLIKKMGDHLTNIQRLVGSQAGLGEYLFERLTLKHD
#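 Concentration-response curves derived by four-parameter Hill fitting of normalized fluorescence, where compounds displaced 1-AMA from 10 uM horse apoferritin following a brief 10 min room-temperature incubation; propofol titration acted as positive control.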
# LDHA block: blocks human lactate dehydrogenase A; P00338; purified LDHA, NADH/diaphorase-resazurin fluorescence; active compounds read low; activity change, % (values are at about 110 or 230 µM); actives 0.15% (n = 480,000); AID 1347041; in the data active = activity change below about -30%; inconclusive = mostly about -25% to -30%;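 also: plate controls were DMSO wells for no effect and wells without enzyme for full effect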
#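 Resorufin fluorescence (ex540/em590), read at 0 and 20 min after diaphorase/resazurin addition, reports the NADH left after a 5 min room-temperature reaction of 2 nM human LDH5 with 0.06 mM NADH and 0.2 mM pyruvate.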
# ERG-DNA inh: inhibitors of human ERG Ets domain-DNA interaction | fluorescence polarization, His-ERG Ets domain / labelled DNA | Potency, µM (series often up to 76.9 µM), inactives show top-dose FP activity, negative = inhibition, most hits filed as inhibitors | P11308 | AID 624246 | actives 0.028% (n = 370,000); active = well fitted inhibition curve with a large enough effect in the polarisation, with a control signal flat; inconclusive = small, poorly fitted or top-dose-only effect, or effect the other way, or a change in a side signal; inactive = no such curve, though single readings can be large or run the other way; the % refers to the polarisation;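 also: polarization taken with two DNA probes labelled with fluorescein and Texas red; potency is read from the fitted curve at half-maximal effect; % of control where 0% means no effect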
#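 His-tagged ERG Ets domain (1 uM in the protein solution; 300mM KCl, 50mM Tris-HCl, 1mM EDTA, 1mM DTT, pH 7.5) received compound, then a probe mix of 5 nM fluorescein-DNA and 100nM Texas-615-DNA. Fluorescence polarization was read for both dyes.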
# 12-LOX inh: blocks human arachidonate 12S-lipoxygenase. P18054. purified 12hLO, xylenol orange hydroperoxide absorbance. Potency, µM (doses to about 108 µM), for inactives: top-dose activity change, negative = inhibition, most hits filed as inhibitors. actives 1.1% (n = 580,000). AID 1671190; also: potency is read from the fitted curve at half-maximal effect; % is scaled to controls: 0 for no effect and ±100 for the full control effect
# Target sequence (P18054 whole entry, looked up): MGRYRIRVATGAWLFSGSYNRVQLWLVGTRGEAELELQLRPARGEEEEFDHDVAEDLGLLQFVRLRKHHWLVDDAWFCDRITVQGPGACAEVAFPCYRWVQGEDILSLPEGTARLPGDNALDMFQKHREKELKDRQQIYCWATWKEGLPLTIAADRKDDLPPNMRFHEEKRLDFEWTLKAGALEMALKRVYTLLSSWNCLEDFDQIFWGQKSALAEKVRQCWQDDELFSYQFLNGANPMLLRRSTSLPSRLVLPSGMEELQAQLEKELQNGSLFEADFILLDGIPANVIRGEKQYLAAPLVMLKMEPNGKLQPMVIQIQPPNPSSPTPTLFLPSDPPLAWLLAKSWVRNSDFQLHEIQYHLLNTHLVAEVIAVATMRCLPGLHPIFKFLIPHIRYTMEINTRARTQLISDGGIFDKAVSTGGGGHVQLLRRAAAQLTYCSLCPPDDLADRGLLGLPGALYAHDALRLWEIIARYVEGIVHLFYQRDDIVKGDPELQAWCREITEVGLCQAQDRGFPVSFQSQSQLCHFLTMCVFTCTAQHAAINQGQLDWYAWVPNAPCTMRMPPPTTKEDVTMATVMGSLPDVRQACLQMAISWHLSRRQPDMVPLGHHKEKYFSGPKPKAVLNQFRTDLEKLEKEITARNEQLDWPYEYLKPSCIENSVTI
#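 Purified human 12hLO (150 nM final) in 25 mM Hepes, 0.01% Triton X-100, pH 7.0 was preincubated 15 min at room temperature with compound. Then 40 uM arachidonic acid was added, 30 min. Hydroperoxide was read by Fe-XO absorbance ratio 573/405 nm.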
# APE1 inh: APE1 (human) endonuclease inhibition; P27695; recombinant APE1, TAMRA/BHQ-2 abasic DNA cleavage fluorescence; Potency, µM (series often up to 65.8 µM), inactives show top-dose activity change, negative = inhibition, usual class: inhibitors; actives 0.35% (n = 350,000); AID 2517;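 also: potency is read from the fitted curve at half-maximal effect; plate controls were vehicle for no effect and reference inhibitor for full effect; nearly all actives have a fitted effect of over 55% in size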
#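 Enzyme (0.75 nM final) and test compound are incubated 15 min at room temperature before adding 50 nM quenched THF abasic-site duplex. Cleavage dequenches TAMRA, followed at 525/598 nm over three reads one minute apart.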
# RGS4 inh: human RGS4 inhibition; Transcreener GDP fluorescence polarization, RGS4-accelerated GTP hydrolysis; Potency, µM (highest dose often 114 µM), inactives show at the highest dose activity change, negative = inhibition, hits mostly inhibitors; actives 0.039% (n = 390,000); AID 504845; also: potency is read from the fitted curve at half-maximal effect; % is scaled to controls: 0 for no effect and ±100 for the full control effect; nearly all actives have a fitted effect of over 75% in size; some results filed as inactive show a strong effect at the top dose
#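 MLSMR compounds (23 nl, pin-transferred) preincubated 10 min at room temperature with a 500nM (2x) first reagent, then RGS4 at 900nM (2x) plus Transcreener GDP mix added; fluorescence polarization (620/688 nm) read before and after 90 min at 30 °C.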
# Pol beta inh: DNA polymerase beta (human) inhibition; P06746; Potency, µM (titrated, usually from 114 µM), inactives show at the top dose activity change, negative = inhibition, usual class: inhibitors; actives 1.3% (n = 340,000); AID 485314; Pol beta primer extension/strand displacement, fluorescence kinetic; also: potency is read from the fitted curve at half-maximal effect; % is scaled to controls: 0 for no effect and ±100 for the full control effect
#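 Values derive from four-parameter Hill fits of normalized kinetic data: reads at 0 and 10 min following addition of 50 nM substrate to 10 nM Pol beta preincubated 15 min with compound.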
# Pol eta inh: blocks human DNA polymerase eta activity | Q9Y253 | recombinant Pol eta, fluorescent DNA replication assay | Potency, µM (highest dose often 114 µM), inactives show top-dose activity change, negative = inhibition, actives largely listed as inhibitors | actives 1.2% (n = 390,000) | AID 588591; also: potency is read from the fitted curve at half-maximal effect; % is scaled to controls: 0 for no effect and ±100 for the full control effect
#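 Pol eta at 10 nM preincubated with compounds 15 min at room temperature; reaction started with fluorescent substrate (50 nM final) and read kinetically at 0 and 10 min.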
# POLK inh: DNA polymerase kappa (human) inhibition. Q9UBT6. purified Pol kappa, fluorescent DNA synthesis assay, 10 min. Potency, µM (doses to about 107 µM), for the others: at the top dose activity, negative = inhibition, usual class: inhibitors. actives 0.53% (n = 400,000); also: potency is read from the fitted curve at half-maximal effect; % is scaled to controls: 0 for no effect and ±100 for the full control effect
#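 Activity was followed as the change in fluorescence between reads at 0 and 10 min after starting the reaction with 50 nM substrate. Beforehand, 10 nM polymerase had been preincubated with compound for 15 min at room temperature.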
# * = called active by the depositor; ? = inconclusive; / = not tested or not shown; & = joins results of further samples; [ ] = another dose, or the depositor's remark. Unless noted, calls follow the shape of the dose curve; as a rule, active = well fitted curve in the direction sought with a large enough effect; inconclusive = small, poorly fitted or top-dose-only effect, or another doubt; inactive = no such curve, though single readings can be large; an effect the other way counts as inactive or inconclusive. Only part of the results is shown (hit frequency here may not be typical).
smiles,Apoferritin bind,LDHA block,ERG-DNA inh,12-LOX inh,APE1 inh,RGS4 inh,Pol beta inh,Pol eta inh,POLK inh
COc1ccc(C(=O)NN2C(=O)C3C4C=CC(O4)C3C2=O)cc1 (centres undefined),-6.7%,-5.5,-7.4%,10.8%,-6.5%,7.4%,1.4%,-11.2%,0.0%
CN1CCc2c(sc3nc(NN)n(-c4ccc(Cl)cc4)c(=O)c23)C1,-7.4%,-2.1,-19.2%,/,1.9%,-44.4%,-20.5%,-1.6%,-7.1%
CS(=O)(=O)N1CCN(c2ccc([N+](=O)[O-])cc2F)CC1,-8.6%,-5.1,-3.9%,-6.5%,19.9%,-5.3%,-1.1%,-1.6%,-8.9%
CCc1nnc2c(NCCc3ccccc3)nc3ccccc3n12,2.8%,-2.3,13.6%,14.5%,39.1%,5.1%,-10.4%,-14.0%,2.2%
CC1CCCCC1NC(=O)c1ccc2c(c1)[nH]c(=O)n2C1CCCC1 (centres undefined),-21.2%,-2.0,-0.4%,0.0%,11.5%,-15.6%,2.3%,-1.3%,-14.2%
O=C(CSc1nnc(CNc2ccccc2)o1)c1ccc2c(c1)OCCO2,?,0.9,/,1.8%,-1.6%,11.1%,-28.3%,-9.6%,-5.7%
CCOC(=O)c1cc(-c2ccc(N)cc2)sc1N,8.0%,1.8,-8.4%,?,-0.1%,-40.2%,-1.0%,-8.4%,-13.1%
COc1ccc(/C=N/n2c(-c3n[nH]c4c3CCC4)n[nH]c2=S)cc1,-5.5%,-1.0,?,?,-1.7%,-24.2%,?,-10.0%,-7.4%
Cc1ccc(S(=O)(=O)N(Cc2ccc(Cl)cc2)c2ccccc2C(=O)NCc2ccco2)cc1,31.4%[activator],-8.3,-16.9%,-16.4%,-4.6%,-39.3%,13.1%[57.1 µM],-7.5%,-6.1%
COC(=O)c1cc(Br)ccc1NC(=O)CCNC(=O)c1ccco1,-5.4%,-8.7,8.7%,-4.2%,14.7%[12.4 µM],-4.4%,0.2%,-6.1%,3.2%
Cc1c(NC(=O)CSc2nc3ccccc3s2)c(=O)n(-c2ccccc2)n1C,-4.7%,-5.0,-0.1%,13.8%,2.5%,1.3%,5.4%,-19.9%,-3.4%
CCOc1ccc2ccccc2c1C1NC(=O)NC(C)=C1C(=O)OCCOC (centres undefined),-5.8%,-1.3,16.0%,9.2%,0.1%,2.9%,-2.3%,-10.1%,-5.8%
CCC(=O)Nc1nc2c(OC)ccc(OC)c2s1,-6.7%,5.8,6.4%,34.8%[activator],-2.2%,14.9%,20.3%,-7.4%,0.0%
Cc1cccc(C(=O)OC(C)CN2CCN(C)CC2)c1 (centres undefined),-2.3%,-2.0,-0.1%,-22.6%,0.1%,-5.7%,9.1%,-7.5%,-4.0%
CC1=NCCN1S(=O)(=O)c1ccc(Br)c(C)c1,-10.8%,-3.3,11.2%,23.9%,3.0%,-7.1%,9.1%,-0.7%,-3.8%
O=S1(=O)CCOC[C@H](CC2CCCCC2)N1Cc1ccccc1,-13.0%,3.0,11.7%,26.6%,21.3%,1.4%,20.3%,-9.2%,10.1%&-4.8%
Cc1cc(Nc2ccccc2)nc(N2CCN(C(=O)c3ccc4c(c3)OCO4)CC2)n1,/,-0.9,-9.6%,14.2%,-5.2%,-0.9%,/,-2.0%,-20.5%
CCOC(=O)C1(Cc2cccc(F)c2)CCN(C(=O)C2CCC2)CC1,-8.5%,1.4,4.2%,-1.9%,-0.3%,-22.4%,24.7%,-5.7%,15.8%
Cc1ccc(C(=O)NCc2ccco2)cc1S(=O)(=O)N1CCOCC1,-7.7%,-0.1,4.3%,-27.8%,-4.1%,17.4%,21.9%,-11.2%,-4.7%
CCN1CCN(c2nc3c(c(=O)n(C)c(=O)n3C)n2CCSc2nccc(C)n2)CC1,-7.4%,3.0,1.0%,-9.0%,6.5%,18.4%,-1.8%,-8.7%,-4.6%
O=C(O)CCn1[nH]c(=O)ccc1=O,6.6%,-7.3,-0.3%,?,7.1%,-17.6%,2.4%,-14.3%,-5.1%

# Another view of part of the listing above.
# Each structure is followed by: Apoferritin bind, LDHA block, ERG-DNA inh, 12-LOX inh, APE1 inh, RGS4 inh, Pol beta inh, Pol eta inh, POLK inh
Cc1ccc(C(=O)NCc2ccco2)cc1S(=O)(=O)N1CCOCC1
 : -7.7%, -0.1, 4.3%, -27.8%, -4.1%, 17.4%, 21.9%, -11.2%, -4.7%
CCN1CCN(c2nc3c(c(=O)n(C)c(=O)n3C)n2CCSc2nccc(C)n2)CC1
 : -7.4%, 3.0, 1.0%, -9.0%, 6.5%, 18.4%, -1.8%, -8.7%, -4.6%
O=C(O)CCn1[nH]c(=O)ccc1=O
 : 6.6%, -7.3, -0.3%, ?, 7.1%, -17.6%, 2.4%, -14.3%, -5.1%

# Three compounds already listed, sorted by their value in ERG-DNA inh, lowest first:
structure	LDHA block	ERG-DNA inh	12-LOX inh	APE1 inh	RGS4 inh	Pol eta inh	POLK inh
COC(=O)c1cc(Br)ccc1NC(=O)CCNC(=O)c1ccco1	-8.7	8.7%	-4.2%	14.7%[12.4 µM]	-4.4%	-6.1%	3.2%
CC1=NCCN1S(=O)(=O)c1ccc(Br)c(C)c1	-3.3	11.2%	23.9%	3.0%	-7.1%	-0.7%	-3.8%
CCc1nnc2c(NCCc3ccccc3)nc3ccccc3n12	-2.3	13.6%	14.5%	39.1%	5.1%	-14.0%	2.2%

# Compound profiles, as listed above. Screens in order: Apoferritin bind	LDHA block	ERG-DNA inh	12-LOX inh	APE1 inh	RGS4 inh	Pol beta inh	Pol eta inh	POLK inh
# `Cc1ccc(C(=O)NCc2ccco2)cc1S(=O)(=O)N1CCOCC1` is entered as -7.7%	-0.1	4.3%	-27.8%	-4.1%	17.4%	21.9%	-11.2%	-4.7%
# `O=S1(=O)CCOC[C@H](CC2CCCCC2)N1Cc1ccccc1` is entered as -13.0%	3.0	11.7%	26.6%	21.3%	1.4%	20.3%	-9.2%	10.1%&-4.8%
